NLRP3 yeast inh = blocks the NALP3 inflammasome reconstituted in yeast. Yeast reconstituted NLRP3/ASC/caspase-1, beta-gal luminescence, 24 h. inhibition, % at 10 µM. 0.39% of 330,000 active. AID 2825;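 active means inhibition of 50% or more; inactive means inhibition below 50%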;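 further: plate controls were induced DMSO wells for no effect and uninduced yeast grown without galactose for full effect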
APJ antag = APJ receptor antagonism; P35414; inhibition, % at 20 µM; AID 2521; CHO-K1 APJ beta-arrestin complementation, luminescence; 0.32% of 330,000 active;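 active means inhibition above about 40% at 20 µM, limit read from the data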;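 further: cells challenged with 10 nM apelin-13 agonist together with compound; plate controls were apelin-13 plus DMSO wells for no effect and DMSO wells lacking apelin-13 for full effect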
Target sequence (P35414 whole entry, looked up): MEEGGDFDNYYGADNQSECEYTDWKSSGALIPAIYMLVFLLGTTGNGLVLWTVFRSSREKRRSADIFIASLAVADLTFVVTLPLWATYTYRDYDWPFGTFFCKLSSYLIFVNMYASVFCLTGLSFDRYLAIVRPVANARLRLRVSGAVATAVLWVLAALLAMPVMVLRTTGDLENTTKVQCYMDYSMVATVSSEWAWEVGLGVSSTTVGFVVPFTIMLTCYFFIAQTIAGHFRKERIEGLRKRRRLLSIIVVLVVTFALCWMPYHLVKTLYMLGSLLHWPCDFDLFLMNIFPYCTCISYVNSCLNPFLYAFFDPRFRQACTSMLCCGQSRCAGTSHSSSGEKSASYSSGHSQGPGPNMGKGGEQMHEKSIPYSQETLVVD
beta cell repl = MIN6 beta-cell proliferation induction; MIN6 cells proliferation, ATPlite luminescence, 48 h; cells starved in 0.2% serum; 100% = growth in 10% serum; proliferation, % at 10 µM; 0.29% of 330,000 active;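 active means compounds whose signal lies at least 3.5 SD above the mean of all wells on their plate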;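 further: 0% = DMSO-treated cells in low-serum medium and 100% = 10% serum control; some compounds called inactive have numbers as strong as hits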
tim23-1 inh = inhibits growth of tim23-1 mutant yeast. S. cerevisiae tim23-1 growth, BacTiter-Glo luminescence, 24 h. inhibition, % at 20 µM. 1.3% of 330,000 active;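 active means growth inhibition of the mutant yeast at or above 50%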;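 further: temperature-sensitive mutant grown at 25 °C; plate controls were DMSO-treated mutant yeast for no effect and medium wells lacking yeast for full effect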
MPTP inh = inhibitors of mitochondrial permeability transition pore | isolated mouse mitochondria, Ca2+ swelling absorbance, 30 min | inhibition, % at 10 µM | 1.4% of 360,000 active;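 active means inhibition of 50% or more, scaled per plate between neutral and stimulator controls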;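 further: 0% = DMSO wells given calcium and 100% = 1 mM EGTA wells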
TIM10 inh = growth inhibitors of TIM10 yeast strain; S. cerevisiae TIM10 strain growth, BacTiter-Glo luminescence, 24 h; inhibition, % at 10 µM; 1.4% of 330,000 active;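 active means inhibition of 40% or more at the single tested concentration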;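 further: wild-type TIM10 isogenic control strain grown at permissive 25 °C; 0% = DMSO yeast wells and 100% = minimal medium wells without yeast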
tim10-1 inh = inhibits growth of tim10-1 mutant yeast; inhibition, % at 20 µM; S. cerevisiae tim10-1 ts strain growth, BacTiter-Glo, 24 h; AID 463190; 2.2% of 330,000 active;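 active means inhibition of at least 40%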;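 further: mutant grown at 25 °C; 0% = DMSO wells with yeast and 100% = wells holding no yeast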
NR3A LBD binder = NR3A (human) ligand-binding domain modulation. Tm shift relative to glycine control, % at 25 µM. 2.5% of 340,000 active. NR3A LBD differential scanning fluorimetry, Tm shift; 0% = protein alone, 100% = glycine-bound protein. AID 1259313;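 active means melting temperature shift of at least 10% of the positive control shift, at one fixed dose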
APJ ag = activates the human apelin receptor APJ | CHO-K1 APJ PathHunter beta-arrestin, luminescence; 0% DMSO wells, 100% apelin | activation, % at 20 µM | 0.11% of 330,000 active | AID 2520;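 active means activation more than six SD over the plate average, tested at 20 µM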;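 further: 0% = DMSO alone and 100% = apelin-13 at 10 nM; some results filed as inactive read as strong as hits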
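Test system – PathHunter CHO-K1 APJ (AGTRL-1) beta-arrestin reporter cells · Input – 1000 cells/well · Compound – single test compound dose, 20 µM final, 1% DMSO · Times – compound stimulation 90 min at 25 °C, detection 60 min · Technique – beta-gal luminescence · Read-out basis – APJ–arrestin association signal · Control set – negative DMSO alone, positive Apelin-13 at 10 nM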
An asterisk follows results filed as active.

The line under a structure holds: beta cell repl	APJ ag	TIM10 inh	tim10-1 inh	NR3A LBD binder	tim23-1 inh	NLRP3 yeast inh	MPTP inh	APJ antag
COc1ccc(-n2ncc(C(C)NS(=O)(=O)c3ccc(C(C)=O)cc3)c2C)cc1 (stereo not drawn)
  0.8	-1.8	-1.9	-8.2	0.8	11.7	4.1	-1.2	-27.0
CN1/C(=C/C(=S)NC(=O)C2(C)CC2(Cl)Cl)C(C)(C)c2ccccc21 (stereo not drawn)
  -6.0	-3.4	27.2	0.8	0.4	37.1	13.2	0.7	12.2
Cc1ccc2[nH]c(=O)c(CN(CCN3CCOCC3)C(=O)Nc3ccc(F)cc3)cc2c1
  -0.9	-3.1	0.4	11.3	-0.1	4.9	23.5	-3.2	16.7
CCOC(=O)CSc1nc(C)c(Oc2ccc(Cl)cc2Cl)c(=O)[nH]1
  1.9	-4.5	-1.8	16.6	1.4	6.5	-1.9	2.7	-5.1
Cc1sc(NC(=O)CN2C(=O)NC3(CCCC3)C2=O)nc1-c1ccc(F)cc1
  -2.1	-2.6	-24.8	-23.5	-1.0	-6.5	4.4	-0.8	20.1
CCOc1cccc(-c2nnc3sc(COc4ccccc4)nn23)c1
  -1.9	-2.0	-3.7	18.6	4.7	26.5	6.9	7.5	-4.7
Cc1ccc(S(=O)(=O)N(C)c2ccc(OCC(=O)NCc3ccco3)cc2)cc1
  -2.2	0.2	16.7	24.2	1.1	17.0	-2.4	1.0	5.8
COc1ccc(NC(=O)c2cccc(OC(=S)N3CCOCC3)c2)cc1
  -2.5	-6.9	8.2	3.9	1.6	20.0	12.5	0.7	9.3
Cc1ccc(S(=O)(=O)N2CCC(=O)N(C(COCc3cccc(Cl)c3)Cc3ccccc3)CC2)cc1 (stereo not drawn)
  -7.6	5.8	0.9	20.9	0.5	1.4	12.8	0.5	4.6
Cc1cc[n+](-c2[nH]c(=O)sc2/C=N/N=C(\[O-])CCn2c3ccccc3c3ccccc32)cc1
  -1.4	-3.8	16.5	13.0	1.3	4.7	9.5	1.8	15.5
COc1cccc(C2c3c(oc4ccccc4c3=O)C(=O)N2c2ccccn2)c1 (stereo not drawn)
  1.1	-4.3	5.0	18.6	2.4	8.4	4.1	-1.0	1.7
O=C(NC1CCCCC1)C(c1cccnc1)N(C(=O)CCl)c1cccc(Cl)c1 (stereo not drawn)
  -5.4	0.8	34.8	24.6	-7.9	31.4	4.7	5.1	9.0
Cc1ccc(CSc2n[nH]c(N)n2)cc1
  0.4	-3.6	-16.6	7.0	0.1	4.4	-4.8	-1.7	6.1
C=CCn1c(Cc2c[nH]c3ccccc23)n[nH]c1=S
  1.0	7.1	1.8	-0.2	0.8	-10.3	7.8	1.2	4.9
CCCCNC(=O)C(Cc1ccccc1)NS(=O)(=O)c1ccc2c(c1)c(=O)n(C)c(=O)n2C (stereo not drawn)
  -2.8	-3.3	0.3	12.2	0.4	24.9	15.4	0.1	-75.3

Results in MPTP inh and TIM10 inh, for 3 of the compounds above:
| smiles | MPTP inh | TIM10 inh |
| --- | --- | --- |
| CCOC(=O)CSc1nc(C)c(Oc2ccc(Cl)cc2Cl)c(=O)[nH]1 | 2.7 | -1.8 |
| Cc1sc(NC(=O)CN2C(=O)NC3(CCCC3)C2=O)nc1-c1ccc(F)cc1 | -0.8 | -24.8 |
| CCOc1cccc(-c2nnc3sc(COc4ccccc4)nn23)c1 | 7.5 | -3.7 |

Following part
The line under a structure holds: beta cell repl	APJ ag	TIM10 inh	tim10-1 inh	NR3A LBD binder	tim23-1 inh	NLRP3 yeast inh	MPTP inh	APJ antag
Cc1nn(-c2ccccc2)c(Cl)c1/C=N/NC(=O)c1[nH]ncc1Br
  -4.0	0.9	-3.8	17.9	3.0	13.8	3.4	0.2	-11.9
N#Cc1ccc(COc2cccc3cccnc23)cc1
  0.0	0.5	8.3	4.9	-0.7	18.7	36.7	-1.2	5.7
O=C(Nc1ccccn1)Nc1ccccc1Cl
  -1.3	0.5	-4.1	5.0	0.1	18.2	66.4*	0.2	-0.3
Cc1nc(Cl)c(C(=O)NCc2ccccc2)c(C)c1[N+](=O)[O-]
  0.7	-0.9	16.8	1.8	-0.4	4.4	17.3	-1.0	16.8
CC(C)Oc1snc(Cl)c1C(N)=O
  0.4	-2.5	6.3	-2.1	-0.2	-9.2	2.7	8.3	2.7
NC(=O)CSc1nnc(Cn2c(=O)sc3ccccc32)n1-c1cccc(Cl)c1
  -0.8	-3.6	-12.5	5.1	2.9	3.1	8.7	-2.7	28.0
O=C(Nc1ccc2c(c1)OCCO2)C1CCN(C(=O)c2ccccc2)CC1
  -4.8	-1.0	6.5	1.4	-0.8	6.8	6.0	0.7	10.9
CCCCOc1ccc(C(=O)Nc2cc(C)c(OCC(=O)N3CCOCC3)c(C)c2)cc1
  -4.1	-0.6	23.1	30.0	-2.2	32.4	10.2	0.5	-5.7
COc1ccc(-c2nn(CC(=O)NCCc3ccccc3)c(=S)n2C)cc1
  -1.9	0.2	6.2	15.4	-8.1	14.0	7.3	1.2	-4.7
COc1ccc(Cl)cc1NC(=O)COC(=O)C1COc2ccccc2O1 (stereo not drawn)
  -1.8	-2.7	6.1	11.3	-3.6	20.1	13.0	0.2	5.0
COC(=O)C(Cc1ccccc1)NC(=O)c1cc(=O)[nH]c2ccccc12 (stereo not drawn)
  -2.5	-0.9	-9.6	-2.0	4.0	3.4	-0.5	-1.3	4.9
CCCNC(=O)NC(=O)COc1ccc(-c2ccc(C#N)cc2)cc1
  -2.7	-2.7	-11.5	-0.4	1.4	10.1	4.6	-1.0	-9.8
COc1ccc(S(=O)(=O)NC(CC(=O)NC2CCCC2)c2ccco2)cc1 (stereo not drawn)
  -2.4	2.4	-1.3	-11.7	-0.2	13.7	15.1	-1.9	24.2
O=c1c2cnn(-c3ccccc3)c2ncn1Cc1ccccc1F
  -0.1	-0.3	3.8	5.5	1.7	9.1	24.1	-2.7	-25.0
Cc1cc(N(CCO)CCO)ccc1C(c1ccc(N(CCO)CCO)cc1C)c1ccccc1Cl
  -5.6	3.9	12.4	15.5	-19.1	13.0	-1.9	-1.6	-12.4
Cc1nn(CC(=O)NNC(=O)c2ccc(Br)cc2)c(C)c1[N+](=O)[O-]
  6.6	-1.6	-13.3	-24.0	-0.3	-4.7	-1.1	-1.9	10.8
COc1ccc(-n2c(=S)[nH]c3cc(C(=O)NCCCN4CCCC4=O)ccc3c2=O)c(OC)c1
  1.2	-5.3	13.3	11.0	-0.1	-1.3	15.8	0.0	5.3
O=C(Nc1cccc(C(=O)O)c1)/C(=C\c1ccccc1)NC(=O)c1ccccc1Cl
  -1.3	-1.1	-1.8	-16.2	-0.1	1.8	13.9	1.2	-4.0
O=[N+]([O-])c1ccc(C(O)C23CN4CN(CN(C4)C2)C3)cc1 (stereo not drawn)
  1.3	-2.1	7.6	-15.1	6.3	8.8	8.0	-2.8	-0.2
COCCNC(=O)C(c1ccco1)N(Cc1ccc(OC)cc1)C(=O)Cn1nnc2ccccc21 (stereo not drawn)
  -0.3	2.6	3.8	5.5	-4.1	8.1	17.5	0.7	10.4
CCC(=O)c1ccc(OCC(=O)OCC(=O)c2cc(C)n(CC3CCCO3)c2C)cc1 (stereo not drawn)
  -0.3	0.5	6.1	26.1	1.7	10.2	20.9	1.0	-8.3
CCOC(=O)CSc1nc2c(c(=O)n(C)c(=O)n2C)n1Cc1ccccc1F
  1.9	-1.1	5.0	10.3	-1.4	16.7	12.9	1.9	15.8
COC(=O)c1sc(N)c(C(=O)OC)c1COC(=O)CNS(=O)(=O)c1cccc(C#N)c1
  0.0	-0.5	13.4	17.5	-1.9	19.9	8.8	1.5	7.5
COc1ccc(OC(=O)Nc2ccc([N+](=O)[O-])cc2OC)cc1
  -2.4	-2.1	14.8	7.3	3.2	6.1	21.4	0.6	3.7
COC(=O)c1ccc(NC(=S)NC2CC2)cc1
  -1.3	-2.3	0.2	13.0	-1.1	-7.4	22.7	1.0	-1.3
O=C(COc1ccc(Br)cc1)Nc1ccc([N+](=O)[O-])cn1
  -3.8	-1.2	14.4	1.9	1.6	-3.3	4.3	-3.2	-1.2
O=Cc1c(N2CCN(c3ccccc3)CC2)nc2ccccn2c1=O
  -0.4	-0.6	14.0	25.4	-4.5	11.2	15.8	1.2	-3.6
Cn1c(NC2CCCCC2)c(N=O)c(=O)n(C)c1=O
  -4.3	-4.3	3.0	-11.1	2.2	-15.4	5.4	-0.2	6.8
FCCCOc1ccc(/C=N/OCc2c(Cl)cccc2Cl)cc1
  -2.5	-0.9	4.0	1.3	5.8	14.1	6.2	-0.5	3.2
CC(C)(C)OC(=O)n1cc(C(=O)c2ccccc2O)cn1
  -1.5	-3.7	6.6	-34.2	-1.7	32.7	14.8	0.2	-1.0
Cn1c2ccccc2c(=O)c2cc(C#Cc3ccccn3)ccc21
  -5.5	7.9	21.5	24.7	-12.2	30.8	13.6	-1.7	-78.9
Cc1cccnc1NC(=O)c1cccc(S(=O)(=O)NCc2ccccc2)c1
  1.9	-1.6	10.0	17.5	-0.1	-5.5	4.6	0.4	17.6
Cc1c(Cl)cccc1NC(=S)NCC1COc2ccccc2O1 (stereo not drawn)
  -5.6	-1.9	35.0	26.6	-0.4	35.9	14.3	63.1*	-4.2
Cc1ccc(NC(=O)C2C(=O)N(C)c3ccccc32)cc1 (stereo not drawn)
  -1.6	-4.1	-2.8	-5.7	-0.9	-1.4	-8.2	1.3	7.7
O=C(COc1ccccc1)NC(=S)Nc1ccc2c(c1)Cc1ccccc1-2
  0.0	-3.2	-6.3	2.9	-7.0	-0.2	9.7	1.0	12.6
COC(=O)c1c(NC(=O)c2ccco2)sc2c1CCC2
  -3.0	-0.6	19.7	37.7	0.2	35.1	27.2	2.2	-5.7
CCCCc1cc2c(cc1NC(=O)CN1CCCCC1)OCCO2
  -0.5	2.9	-15.0	-32.7	-0.6	-11.2	16.9	4.2	12.9
Cn1cnnc1SCc1ccccc1Br
  3.4	-2.9	8.0	6.4	-1.2	6.6	12.6	0.3	14.8
CC(C)(C)c1ccc(C(=O)NCCn2c(N)c(C#N)c3nc4ccccc4nc32)cc1
  -1.2	-2.8	0.3	23.3	4.6	3.9	0.5	5.9	18.9
Cc1ccc(C2C(C#N)=C(N)N(c3cccnc3)C3=C2C(=O)CCC3)c(C)c1 (stereo not drawn)
  -0.2	-1.7	-2.0	12.8	-1.4	17.6	-16.7	-1.2	15.1
Cc1ccc(N2CCN(C(=O)CCc3nc4ccccc4[nH]3)CC2)c(C)c1
  -4.0	-4.6	-3.7	19.7	-2.9	18.7	35.4	-0.3	-2.7
CC(Oc1ccc(F)cc1)c1nnc(SCC(=O)N(c2ccccc2)C2CCS(=O)(=O)C2)o1 (stereo not drawn)
  -1.8	1.3	2.5	16.2	2.6	2.9	10.5	-0.3	12.3
CCC(C)(C)NC(=O)C(c1ccc(OC)cc1)N(CC1CCCO1)C(=O)CCC(=O)Nc1cc(C)on1 (stereo not drawn)
  3.2	-0.1	16.8	7.6	-0.2	8.5	-1.2	-2.1	19.1
